# Compound activity: PubChem, several laboratories
# DAX1 inh-1 – NR0B1 (DAX1) inhibition; hit rate 0.99% among 340,000; AID 504766; HEK293 Gal4-DAX1 luciferase reporter, luminescence; inhibition, % at 6.75 µM; P51843;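 active = inhibition above the mean over all tested compounds plus 3 SD, cut at about 4.2% in these data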;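 also: 0% = DAX1-transfected cells with DMSO and 100% = empty-vector control cells with DMSO; inhibition shows as a rise in luminescence from relieved DAX1 repression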
# Target sequence (P51843 207-470 limits assumed): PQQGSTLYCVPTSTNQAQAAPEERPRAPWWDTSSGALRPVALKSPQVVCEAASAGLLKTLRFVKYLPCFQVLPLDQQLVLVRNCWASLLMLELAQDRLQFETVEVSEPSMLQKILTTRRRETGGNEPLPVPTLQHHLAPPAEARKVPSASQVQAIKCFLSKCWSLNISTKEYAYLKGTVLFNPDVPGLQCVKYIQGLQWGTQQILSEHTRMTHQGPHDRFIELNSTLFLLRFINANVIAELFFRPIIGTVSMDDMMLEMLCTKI
# SMARCA2 act – increases SMARCA2 function in MMTV reporter cells | MG213 cells, MMTV-luciferase reporter, dexamethasone, overnight | activation, % at 9.1 µM | hit rate 1% among 370,000; in the data active = activation above about 7.8%;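 also: 0% = vehicle wells and 100% = reference activator wells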
# ssDAF-12 act – S. stercoralis DAF-12 activation, primary screen; hit rate 1% among 370,000; activation, % at 6.8 µM; HEK293 ssDAF-12/GRIP1 lit1-tk-luc reporter, luminescence; % of 3 µM dafachronic acid response;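 active = activation above the mean over all tested compounds plus 3 SD, cut at about 0.9% in these data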;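 also: 0% = DMSO-only wells and 100% = 3 µM delta7-dafachronic acid wells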
# FXN GAA850 act – activators of GAA850 frataxin (FXN) promoter. activation, % at 6 µM. hit rate 0.56% among 360,000. HEK293 lucGAA850 FXN promoter luciferase reporter, 24 h; percent of 10 µM SAHA response;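 active = activation above the average of all compounds screened plus 3 SD, cutoff fixed separately per campaign, cut at about 7.5% in these data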;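 also: 0% = DMSO wells and 100% = 10 µM SAHA wells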
# ADAM10 inh – ADAM10 inhibition, QFRET primary screen | hit rate 0.62% among 370,000 | inhibition, % at 7 µM | recombinant ADAM10, EDANS/DABCYL FRET peptide cleavage, 3 h | O14672;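 active = inhibition above a per-campaign cutoff equal to the mean of compounds falling between control-based bounds plus 3 SD, cut at about 20% in these data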;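 also: 0% = DMSO wells while the 100% control is not disclosed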
# NPR1 activator – GC-A (human) enzyme activation; HEK293 GC-A cells, cGMP TR-FRET, EC30 ANP; 0% at EC30 ANP, 100% saturating ANP; activation, % at 10 µM; hit rate 0.14% among 370,000; in the data active = activation above about 40%
# hgDAF12 agonist – activates the H. glycines DAF-12 receptor ligand-binding domain. HEK293 GAL4-hgDAF12 UAS-luciferase reporter, agonist luminescence; normalized to butyrate control. activation, % at 6.8 µM. hit rate 1.8% among 370,000;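 active = activation above a cutoff set at the mean of all screened compounds plus 3 SD, cut at about 10% in these data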;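 also: 0% = DMSO wells and 100% = sodium butyrate wells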
# hcDAF12 agonist – activates DAF-12 receptor from parasite H. contortus; HEK293 hcDAF-12 lit1-tk-luc reporter, luminescence; 0% DMSO, 100% Δ7-dafachronic acid; hit rate 1.4% among 370,000; activation, % at 6.8 µM;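 active = activation above the mean of all tested compounds plus 3 SD, cut at about 5.5% in these data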;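 also: 100% = response to 3 µM Δ7-dafachronic acid high control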
# PG9 binder – PG9 antibody binding by small molecule; TR-FRET gp120-PG9 antibody binding; inhibition, % at 6.7 µM; hit rate 0.43% among 360,000; AID 624416; in the data active = inhibition above about 8.5%
# ADAM17 inh – inhibitors of human ADAM17 | P78536 | recombinant ADAM17, EDANS/DABCYL FRET peptide cleavage | inhibition, % at 6.95 µM | hit rate 0.83% among 370,000;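 active = inhibition above the mean of compounds lying between control limits plus 3 SD, set per campaign, cut at about 8.5% in these data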;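 also: 0% = DMSO-only wells as the low control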
# Target sequence (P78536 215-824 limits assumed): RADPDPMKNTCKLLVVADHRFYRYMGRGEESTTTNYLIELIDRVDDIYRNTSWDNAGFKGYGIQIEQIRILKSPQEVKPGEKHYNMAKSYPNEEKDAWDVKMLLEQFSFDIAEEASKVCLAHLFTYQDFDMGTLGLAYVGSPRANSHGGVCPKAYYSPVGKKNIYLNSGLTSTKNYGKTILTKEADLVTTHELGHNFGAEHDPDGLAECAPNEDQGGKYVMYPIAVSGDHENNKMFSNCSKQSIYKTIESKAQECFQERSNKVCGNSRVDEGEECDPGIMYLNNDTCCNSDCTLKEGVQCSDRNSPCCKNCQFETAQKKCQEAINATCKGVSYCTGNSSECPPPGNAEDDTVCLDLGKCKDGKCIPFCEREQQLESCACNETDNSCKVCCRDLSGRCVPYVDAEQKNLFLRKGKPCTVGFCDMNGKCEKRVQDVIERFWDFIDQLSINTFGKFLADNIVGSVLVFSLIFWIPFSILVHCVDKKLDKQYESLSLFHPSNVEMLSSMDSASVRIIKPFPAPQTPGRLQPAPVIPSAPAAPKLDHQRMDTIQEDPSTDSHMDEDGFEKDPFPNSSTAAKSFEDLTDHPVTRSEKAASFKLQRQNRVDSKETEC
# DAX1 inh-2 – blocks DAX1 repression of SF-1 activated StAR promoter. hit rate 1.1% among 370,000. AID 652010. inhibition, % at 6.8 µM. HEK293T StAR-luciferase reporter, SF-1/DAX-1 repression relief;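 active = inhibition above the mean over all tested compounds plus 3 SD, cut at about 3.6% in these data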;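 also: 0% = DAX-1 cells with DMSO and 100% = cells lacking DAX-1 with DMSO; higher inhibition means more luminescence from relief of DAX-1 repression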
# * = called active by the depositor; . = not tested or not shown.
SMILES,DAX1 inh-1,SMARCA2 act,ssDAF-12 act,FXN GAA850 act,ADAM10 inh,NPR1 activator,hgDAF12 agonist,hcDAF12 agonist,PG9 binder,ADAM17 inh,DAX1 inh-2
COc1ccc(-c2coc3cc(OC4OC(CO)C(O)C(O)C4O)cc(O)c3c2=O)cc1 (stereo not given),2.0,4.0,0.5,3.4,-4.7,3.4,10.6*,5.4,2.2,-5.2,11.1*
O=C(Nc1ccccc1Cl)c1cccc(NC(=O)C2CCCC2)c1,-0.5,-1.5,-1.6,0.5,-1.7,-0.5,-0.4,-2.6,2.4,-2.5,-0.5
Cc1ccc2[nH]cc(C(=O)CN3CCN(c4ccccn4)CC3)c2c1,-0.8,-0.7,-0.8,-0.4,-14.5,0.7,-2.9,0.8,-2.0,-0.9,-0.7
COc1ccc(C2C(C#N)=C(C)NC3=C2C(=O)c2ccccc23)cc1 (stereo not given),-0.5,-1.0,-1.4,-0.9,-16.7,-5.9,-1.2,2.1,-0.7,-6.9,-0.1
NC(=O)CSc1nc2ccccc2c(=O)n1CCc1ccccc1,-0.3,-1.6,-1.5,0.3,-0.2,-13.2,-1.8,-0.3,-0.5,0.3,0.5
COc1ccc2nc(Sc3c([N+](=O)[O-])nc(C)n3Cc3ccccc3)[nH]c2c1,.,3.9,-0.9,.,-1.2,-8.4,-0.1,-2.4,0.8,-0.8,0.1
CCOC(=O)C1CCCN(C2=C(NS(=O)(=O)c3ccc(Br)cc3)C(=O)c3ccccc3C2=O)C1 (stereo not given),0.6,0.1,-1.1,2.1,-16.1,-1.3,-0.1,-1.3,-2.6,-3.6,-1.3
COc1ccc(Nc2nc(C)cc(C)c2C#N)cc1OC,0.0,-1.5,-1.6,-3.2,-10.7,1.1,-0.2,-1.5,0.2,-2.5,-0.2
COc1ccccc1OCCN(C#N)c1nc(N(C)C)nc(N(C)C)n1,-0.1,-3.7,-1.1,1.4,-10.1,-4.3,-0.6,-1.4,-0.2,0.6,-0.4
COCCN1Cc2cccc(C(=O)N3CCN(c4ccccc4)CC3)c2C1=O,0.3,-2.9,-1.6,0.4,-14.9,0.9,0.9,-1.2,-1.3,1.4,0.7
COc1ccc(Cl)cc1C(=O)Nn1cnc2ccccc2c1=O,1.1,-2.3,-1.5,-0.6,4.2,-2.3,-2.1,-2.8,0.8,-4.6,0.7
O=C(COc1cc2oc(=O)cc(-c3ccccc3)c2cc1Cl)NCCN1CCOCC1,0.0,-0.8,-1.0,2.1,-12.5,-1.9,6.7,-1.7,0.8,-3.4,-5.8
COc1ccc(S(=O)(=O)N2CCCC(C(=O)NC3CC3)C2)cc1Cl (stereo not given),-0.5,0.8,-1.0,1.5,0.4,-3.0,1.1,0.8,-1.5,-2.5,-0.2
CCCn1c2ccccc2c2nnc(SCC(=O)OC)nc21,-1.1,-3.6,-1.1,-1.0,-6.6,1.9,3.7,3.4,0.4,-3.4,0.1
O=c1[nH]c(CCC2CCCC2)nc2ccccc12,-1.0,-1.1,-0.8,3.4,1.5,6.5,2.5,0.3,0.8,-8.6,1.4
COc1ccccc1CNC(=O)COC(=O)c1ccc(-n2cnnn2)cc1,-0.2,-0.8,-1.2,1.6,-4.5,-0.2,0.1,-0.6,-1.4,-2.0,-0.7
O=C(OCC#CCSc1nnc(-c2ccc([N+](=O)[O-])cc2)o1)c1cccs1,-1.1,0.2,-0.6,2.5,5.2,-0.5,0.0,-2.2,-1.9,-2.8,0.3
COc1ccccc1S(=O)(=O)Cc1ccc(C(=O)N2CCN(c3cccc(Cl)c3)CC2)o1,-3.9,-1.1,-2.3,-4.7,13.8,4.8,-6.0,-2.9,0.3,1.7,-4.0
NC(=O)COC(=O)c1cccc(S(=O)(=O)N2CCN(c3ccccc3)CC2)c1,-1.0,-0.9,-1.2,0.3,0.4,-6.8,-1.0,-0.5,2.4,-2.7,1.1
CSCCC(NC(=O)c1ccccc1)C(=O)NC1CCCC1 (stereo not given),-0.1,2.4,-1.9,-1.6,1.7,0.5,-0.7,-1.9,-1.0,-2.4,-0.8
O=C(Nc1ccccc1Cl)c1ccccc1,0.6,8.8*,-1.4,2.3,10.4,2.2,3.8,-0.9,-2.2,-2.8,0.9
NC(=O)CC(NC(=O)Cc1ccc(Cl)cc1)c1ccc(NC2CCCCCC2)c([N+](=O)[O-])c1 (stereo not given),1.0,0.9,-0.8,-0.4,9.9,2.2,2.0,-0.6,1.4,-2.8,0.3
ClC(Cl)(Cl)c1nc(N/N=C/c2ccncc2)c2ccccc2n1,0.3,1.8,0.3,3.0,-4.4,-5.8,0.7,0.2,-3.8,-0.9,-0.6
Cc1cc(C)nc(N/N=C2/CCSc3ccc(F)cc32)n1,-0.5,-1.3,-1.3,-2.0,-5.0,-9.1,-0.7,-4.3,-2.1,-0.5,-0.7
CCCS(=O)(=O)NC(=O)C1(C)CCN(C(=O)c2ccccc2F)C1 (stereo not given),.,4.8,-1.2,1.9,-8.1,0.0,-0.7,-1.1,-1.1,-1.1,0.2
CC(C)(C)c1ccc(-c2nnc(SCC(=O)Nc3cccc4ccccc34)n2Cc2ccco2)cc1,.,-5.2,-1.6,.,19.8*,-2.3,-0.4,-3.4,.,9.2*,-0.5
O=C1CCCC2=C1CC(C(=O)OCc1ccccc1)C(=O)N2Cc1ccccc1 (stereo not given),-0.7,-0.7,-0.6,0.0,-16.4,-0.7,0.1,0.9,-0.8,-1.6,-0.2
COc1ccc(N2CCN(C(CNC(=O)C(=O)NCC3CCCO3)c3ccco3)CC2)cc1 (stereo not given),-1.8,2.1,-1.3,-1.9,3.6,-3.9,1.5,0.9,1.1,1.9,0.2
Cc1ccc(OC(C)C(=O)Nc2ccc3c(c2)n(C)c(=O)n3C)cc1C (stereo not given),-0.5,0.3,-1.5,4.3,1.0,-4.2,-0.7,-2.3,1.3,-1.8,-0.1
CN(Cc1ccccc1F)c1nc(-c2cccnc2)nc2ccccc12,-2.7,-2.7,-1.2,3.2,2.3,14.9,-2.6,-3.8,-1.5,1.1,-0.8
Cc1ccc(Cl)cc1NC(=O)N[C@@H](CC(C)C)C(=O)O,-2.4,0.0,-1.2,0.0,4.1,0.4,2.2,0.3,-0.8,-0.6,-0.3
O=C1CN(C(=O)c2cccc(F)c2)C(c2ccc(F)cc2)c2cc(F)ccc2N1 (stereo not given),0.2,0.0,-1.1,-1.6,4.4,-3.8,-3.3,-2.1,-1.7,-2.2,-0.5
Cc1ccccc1Cn1c(=O)n(Cc2ccco2)c(=O)c2ccccc21,4.5*,0.0,-1.6,3.6,-3.9,4.9,-1.3,-1.0,-0.4,-2.4,-1.0
CC(=O)N1Cc2ccccc2CC1C(=O)OCC(=O)c1c(N)n(C)c(=O)n(C)c1=O (stereo not given),0.8,-1.9,-0.6,0.6,2.5,6.4,0.0,0.9,-1.0,-0.5,-0.2
COCCNC(=O)CN(C(=O)CCC(=O)Nc1ccccn1)c1ccc(F)c(Cl)c1,-0.7,1.5,-0.8,-0.6,4.0,-1.5,1.9,0.3,1.6,-0.7,1.2
CCOC(=O)C1=C(O)/C(=C/c2ccc(OCC(=O)O)c(OCC)c2)SC1=Nc1ccccc1,1.1,1.6,-1.2,1.8,-7.0,-3.3,0.7,-2.1,-1.1,-4.5,0.2
O=C(CCN1C(=O)c2ccccc2C1=O)NCCCn1ccnc1,3.3,-2.0,-1.5,0.0,2.0,0.4,-2.8,-0.8,-0.1,0.6,-0.3
O=S(=O)(Nc1cccc(S(=O)(=O)N2CCCC2)c1)c1ccc(Cl)cc1,0.1,-2.4,-1.3,-0.7,-0.2,1.5,2.3,0.3,1.5,-2.2,0.3
CCCCNC(=O)C(NC(=O)Cc1cc(C(F)(F)F)cc(C(F)(F)F)c1)C(=O)c1ccccc1 (stereo not given),.,-4.4,-0.1,.,-9.1,1.6,1.7,0.2,-3.6,-2.7,0.4
O=C(c1ccc2c(c1)OCO2)N1CCN(S(=O)(=O)c2ccccc2)CC1,1.0,-0.1,-0.8,0.4,6.2,-0.4,-1.4,-2.6,0.5,2.8,-0.5

# The closing 2 compounds of the section above open the next one:
SMILES,DAX1 inh-1,SMARCA2 act,ssDAF-12 act,FXN GAA850 act,ADAM10 inh,NPR1 activator,hgDAF12 agonist,hcDAF12 agonist,PG9 binder,ADAM17 inh,DAX1 inh-2
CCCCNC(=O)C(NC(=O)Cc1cc(C(F)(F)F)cc(C(F)(F)F)c1)C(=O)c1ccccc1 (stereo not given),.,-4.4,-0.1,.,-9.1,1.6,1.7,0.2,-3.6,-2.7,0.4
O=C(c1ccc2c(c1)OCO2)N1CCN(S(=O)(=O)c2ccccc2)CC1,1.0,-0.1,-0.8,0.4,6.2,-0.4,-1.4,-2.6,0.5,2.8,-0.5
CCOC(=O)c1[nH]c(=S)[nH]c1C,-0.2,-0.7,-0.4,0.4,-9.0,0.8,0.0,0.2,2.2,-3.8,-0.5
COc1cccc(N2C(=NC(=O)CCc3ccccc3)SC3CS(=O)(=O)CC32)c1 (stereo not given),0.3,-2.2,-1.2,0.6,-0.7,0.9,1.2,-1.6,0.7,-3.2,0.8
CC(C)CNc1cccc2c1S(=O)(=O)N(Cc1cn(Cc3ccc(C(F)(F)F)cc3)nn1)Cc1ccccc1O2,.,-3.8,-1.2,.,-25.2,3.0,1.9,-1.4,.,-4.6,0.3
O=[N+]([O-])c1ccc(NN=Cc2ccccc2O)nc1,-3.3,-2.8,-1.6,-0.8,5.0,-0.2,-0.5,0.7,0.1,0.9,-4.2
COC(=O)[C@@H](NC(=O)Nc1ccc(C(C)=O)cc1)C(C)C,-0.5,-0.5,-1.2,-1.5,-1.4,0.9,-1.3,-0.9,0.7,-0.9,0.1
CCOc1ccccc1N1CCN(C(=O)c2c(CC)noc2C)CC1,1.2,0.4,-0.7,-0.4,-1.9,-0.5,0.3,0.2,-0.9,0.4,-1.1
O=C(c1ccccc1)N1CCC(=O)N1c1ccccc1,1.4,3.5,-1.6,1.4,-7.4,3.3,3.5,-1.1,-1.0,0.2,0.3
CCCCOc1ccc(NC(=O)C2CC=CCC2C(=O)O)cc1 (stereo not given),-0.8,-3.6,-0.1,0.6,-1.0,-1.6,0.7,2.0,-0.4,1.5,0.0
COc1ccc(NC(=O)CS(=O)CC(=O)NCC2OCCc3ccccc32)cc1 (stereo not given),2.4,-4.0,-1.1,-1.1,-3.8,-0.1,0.5,-1.7,-2.1,-0.6,-0.5
Cc1nn(-c2ccccc2)c(C)c1/C=N/NC(=O)c1ccccc1NS(=O)(=O)c1cccs1,-1.4,-1.4,-1.7,1.9,-13.7,-3.9,2.7,1.6,-2.2,-6.7,0.3
COc1ccc(CN(C)C[C@H]2OCCCC[C@@H](C)Oc3ccc(NC(=O)c4ccccc4)cc3C(=O)N([C@H](C)CO)C[C@@H]2C)cc1,0.7,-5.7,-0.8,-3.3,-11.0,0.0,-3.1,-0.8,-2.5,-5.5,0.1
CC(C)C[C@H](NC(=O)c1nc[nH]c1C(=O)N1CCNCC1)C(=O)OC(C)(C)C,0.3,-0.3,-1.3,2.1,3.3,0.6,-2.0,-1.9,-0.7,2.2,-0.6
CCOCCCn1c(=S)[nH]c2cc(C(=O)NCCc3ccc(OC)c(OC)c3)ccc2c1=O,0.7,-2.1,-1.0,-1.0,-6.4,-3.9,-0.1,-0.7,2.6,-5.6,0.0

# This is a random part of the collection. About 6.8% of those tested had a hit in this group.
